Source: PubChem
NPYLR7 agonist = agonists of mosquito NPYLR7 receptor, primary screen, cell-based, Aedes aegypti, calcium fluorescence, mosquito biting behavior. Aedes aegypti neuropeptide Y-like receptor 7 (NPYLR7). HEK293T NPYLR7/Galpha15, GCaMP6s calcium fluorescence. activation, % at 10 µM. hit rate 0.15% among 270,000. AID 1259423, 2018; in the data active = activation above about 40%;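 note: 0% = vehicle and 100% = reference agonist at the receptor; some compounds past the cut are filed as inactive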
hcGAS inh = Primary biochemical luminescence assay for human cyclic GMP-AMP synthase inhibitors | recombinant h-cGAS, ATP depletion, Kinase-Glo luminescence | inhibition, % at 12.5 µM | hit rate 0.081% among 290,000 | AID 1259398, 2018;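 note: 0% = vehicle reaction and 100% = reaction without DNA for no activity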
Target sequence (Q8N884 whole entry, looked up): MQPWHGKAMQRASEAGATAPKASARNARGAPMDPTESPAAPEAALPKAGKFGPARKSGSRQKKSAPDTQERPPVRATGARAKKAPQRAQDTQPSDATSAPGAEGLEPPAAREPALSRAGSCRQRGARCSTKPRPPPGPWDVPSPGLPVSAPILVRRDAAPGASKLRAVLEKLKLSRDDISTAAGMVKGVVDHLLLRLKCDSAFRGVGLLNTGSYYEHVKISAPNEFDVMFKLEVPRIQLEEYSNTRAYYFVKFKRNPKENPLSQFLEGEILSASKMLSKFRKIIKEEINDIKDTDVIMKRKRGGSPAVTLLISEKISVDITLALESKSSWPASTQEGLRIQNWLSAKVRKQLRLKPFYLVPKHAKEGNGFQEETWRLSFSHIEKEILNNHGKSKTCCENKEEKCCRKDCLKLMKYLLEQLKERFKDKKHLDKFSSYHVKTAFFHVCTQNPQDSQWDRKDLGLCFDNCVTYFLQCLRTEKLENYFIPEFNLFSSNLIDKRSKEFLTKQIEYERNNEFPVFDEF
mcGAS lum = cyclic GMP-AMP synthase inhibitors, mouse, primary biochemical chemiluminescence | Q8C6L5 | recombinant cGAS, Kinase-Glo ATP depletion luminescence | inhibition, % at 12.5 µM | hit rate 0.15% among 160,000 | AID 1259399, 2018;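 note: 0% = negative control wells and 100% = reference inhibitor with no enzyme activity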
Starred values were filed as active, the others as inactive; . = not tested or not shown; & = joins results of further samples. Cut-off read from the data, not from the text of the source, unless noted: active = inhibition above about 40%; inactive = the rest.

nr	smiles	NPYLR7 agonist	hcGAS inh	mcGAS lum
1	O=C1CCCCC1Sc1ncnc2sccc12 (stereo not drawn)	8	-4	.
2	CCCNC(=O)Cn1cc(OC)c(=O)cc1CSc1ncccn1	-4	-4	-10
3	O=C1CCCN1C(=O)COC(=O)C12CC3CC(CC(Cl)(C3)C1)C2	-2	-2	-2
4	CCOC(=O)c1ccsc1NC(=O)c1cc(OC)cc(OC)c1	14	-7	.
5	CCCNS(=O)(=O)c1cc(Cl)c(OC)cc1Cl	3	-3	.
6	CCNC(=O)NCC1CCN(Cc2cc(F)ccc2OC)C1 (stereo not drawn)	.	-6	-12
7	O=C(NC1CCCCC1)N1CCn2cccc2C1c1ccncc1 (stereo not drawn)	9	-4	.
8	Cc1nonc1NC(=O)OCCN1CCOC1=O	7	-1	-2
9	Cc1cccc2c1C(=O)NC(c1csc(COc3ccc(Cl)cc3)n1)N2 (stereo not drawn)	14	-7	-16
10	Cc1c(Br)c([N+](=O)[O-])nn1CC(=O)N1CCCCCC1	5	0	.
11	CN(Cc1nc2ccccc2s1)CC(O)COc1ccccc1F (stereo not drawn)	-6	9	.
12	CCSc1nnc2c(n1)OC(c1cc(Br)c(O)c(Br)c1)Nc1ccccc1-2 (stereo not drawn)	-10	4	29
13	Cc1cc(N2CCN(CCO)CC2)n2nc(C)c(-c3ccccc3Cl)c2n1	1	2	-5
14	O=C(Nc1cccc2ccccc12)C1CCCN1S(=O)(=O)c1cccs1 (stereo not drawn)	3	-7	-10
15	CCc1cc2c(NCc3cccnc3)nc(C)nc2s1	4	-5	.
16	CCCN(C(=O)c1ccc(-n2ccnc2)cc1)C1CCCC1	32	-6	.
17	CON(C)C(=O)C(NC(=O)c1c(F)cccc1F)C(C)C (stereo not drawn)	0	-6	.
18	C=CCC(CC(=O)O)C(=O)N1CCSC1 (stereo not drawn)	-4	-9	-5
19	OCCCCCNc1ncnc2sc3c(c12)CCCC3	-1	-9	-3
20	CC(C)NCC(=O)Nc1nc(-c2ccccc2)cn1-c1ccccc1	11	0	.
21	CC(Oc1ccccc1F)C(=O)NNC(=O)c1ccc(Br)cc1 (stereo not drawn)	-2	-11	.
22	CCc1c(C)cc(C(=O)N2CCCC(Nc3ccc(OC)cc3)C2)c(=O)n1C (stereo not drawn)	2	-3	-7
23	CC(C)Nc1nnc(SCc2ccc(F)cc2)s1	0	-4	-9
24	C1CCC(Nc2nc3nonc3nc2NC2CCCCC2)CC1	-6	4	1
25	NC(=O)CSc1nc2ccc(Br)cc2[nH]1	1	-6	-4
26	O=C(O)[C@@H]1C[C@H](C(=O)O)N1	-4	-1	1
27	CCOc1ccc(OCCNC(=O)C2CCN(S(=O)(=O)c3ccc4c(c3)CCC4)CC2)cc1	3	-3	.
28	O=C1C2C3C=CC(C3)C2C(=O)N1c1ccc(F)cc1Cl (stereo not drawn)	-14	2	2
29	Cc1ccc(-c2nc3cc(C)ccn3c2NC(=O)C2CC2)cc1	-4	-4	-5
30	O=C(NCc1ccco1)C1COC2(CCN(C(=O)c3cccc(F)c3)CC2)N1C(=O)c1ccco1 (stereo not drawn)	-1	-3	-5

Reformatted field by field: 4 of the compounds above.
14) O=C(Nc1cccc2ccccc12)C1CCCN1S(=O)(=O)c1cccs1 (stereo not drawn)
  NPYLR7 agonist = 3 | hcGAS inh = -7 | mcGAS lum = -10
20) CC(C)NCC(=O)Nc1nc(-c2ccccc2)cn1-c1ccccc1
  NPYLR7 agonist = 11 | hcGAS inh = 0 | mcGAS lum = .
26) O=C(O)[C@@H]1C[C@H](C(=O)O)N1
  NPYLR7 agonist = -4 | hcGAS inh = -1 | mcGAS lum = 1
17) CON(C)C(=O)C(NC(=O)c1c(F)cccc1F)C(C)C (stereo not drawn)
  NPYLR7 agonist = 0 | hcGAS inh = -6 | mcGAS lum = .

Additional compounds follow:
nr	smiles	NPYLR7 agonist	hcGAS inh	mcGAS lum
31	COc1cc(NC(=O)C=Cc2ccc3c(c2)OCO3)c(OC)cc1Cl	-9	-9	.
32	CC#CCN(Cc1ccco1)Cc1nc(-c2ccc(OC)c(OC)c2)oc1C	-10	1	-1
33	CC(=O)c1cccc(OCc2nnc(-c3ccccc3)o2)c1	-3	-2	2
34	COCCN(Cc1ccc(OS(=O)(=O)c2ccc(F)cc2)cc1)C(=O)c1ccccc1Cl	22	-2	-3
35	Cn1nc([N+](=O)[O-])nc1Sc1ccc(C(C)(C)C)cc1	-4	-12	-3
36	O=S(=O)(NCCN1CCOC(c2ccccc2)C1)c1cccc2ccccc12 (stereo not drawn)	-7	-2	.
37	CC(C)c1ccc(NC2CCCN(C(=O)CCn3cncn3)C2)cc1 (stereo not drawn)	1	-6	.
38	CN1C(=C2C=NN(c3ccccc3)P2(=S)Nc2ccccn2)C(C)(C)c2ccccc21 (stereo not drawn)	24	-2	.
39	Cc1nn(C)c(C)c1NC(=O)c1cccc(CN(C)Cc2ccno2)c1	-2	-6	-17
40	CC(=O)c1ccc(N=C2SCCCN2C(=O)CC2CCCC2)cc1	1	-5	.
41	Cc1nc(S(=O)(=O)N2CCCC3CCCC32)cn1C (stereo not drawn)	3	-4	-10
42	CCOC(=O)c1cc(-c2ccc(OC)cc2)n(-c2ccc(C(=O)NCc3cccs3)cc2)n1	-2	1	-3
43	CCNC(=O)C1CCN(C(=O)CSCc2ccccc2Cl)C1 (stereo not drawn)	-5	-3	-14
44	CCCNC(=O)N(Cc1nccn1Cc1ccc(OC)cc1)CC(C)C	6	12	-4
45	Cc1ccc(-n2c(-c3ccc(Cl)cc3)cc(C(=O)NC3CCN(Cc4ccccc4)CC3)c2C)cc1	-6	-3	1
46	CC(C(=O)Nc1ccc(Cl)cc1F)N1CCC(C(=O)NCc2ccccc2)CC1 (stereo not drawn)	-2	-7	-14
47	CCCCCCn1c(-c2ccc(OC)cc2)csc1=Nc1ccccc1OC	-5	-6	-6
48	O=C(c1ccccc1-n1cncn1)N1CCCC(Cn2ccnc2)C1 (stereo not drawn)	-1	-8	.
49	O=C(NC1CC1)c1ccccc1OCC1CCCN(C2CCC3(CC2)OCCO3)C1 (stereo not drawn)	.	4	-3
50	Cc1nccc(-c2ccccc2)c1C(=O)N1CCNCC1C(=O)NC1CC1 (stereo not drawn)	5	0	-11
51	O=[N+]([O-])c1ccc(O)c(C=Nc2ccc(S(=O)(=O)N3CCCC3)cc2)c1	4	0	.
52	Cc1cnc(NC(=O)C2CSCN2C(=O)c2ccoc2C)s1 (stereo not drawn)	9	-4	.
53	COc1ccc(CN2CCC(OCc3cccnc3)CC2)c(F)c1	-2	-6	.
54	CC1=NN(Cc2ccccc2)c2nc3c(c(=O)n(Cc4ccccc4)c(=O)n3C)n2C1C (stereo not drawn)	2	-6	-9
55	COc1ccc(-c2cn(-c3ccc(C)c(Cl)c3)c3[n+]2CCCS3)cc1	0	-6	-5
56	C=CCN(Cc1cccn1Cc1ccc(F)cc1)C(=O)C(c1ccccc1)c1ccccc1	20	-3	-5
57	CN(Cc1cccc(Cl)c1Cl)C(=O)Cc1nn(C)c(=O)c2ccccc12	-1	6	5
58	CCc1nc2n(n1)C(=O)C(C(c1cccc(OC)c1)N1CCCCC1)S2 (stereo not drawn)	-2	2	-5
59	O=C(N=Nc1c(O)[nH]c2ccccc12)C1COc2ccccc2O1 (stereo not drawn)	-7&-1	-2&-4	-6
60	CCOn1c(=O)c(-c2cccc(Br)c2)[n+]([O-])c2ccccc21	-4	5	.

Given with one line to a screen: 3 of the compounds above.
35) Cn1nc([N+](=O)[O-])nc1Sc1ccc(C(C)(C)C)cc1
36) O=S(=O)(NCCN1CCOC(c2ccccc2)C1)c1cccc2ccccc12 (stereo not drawn)
37) CC(C)c1ccc(NC2CCCN(C(=O)CCn3cncn3)C2)cc1 (stereo not drawn)

| Screen / compound no. | 35 | 36 | 37 |
| --- | --- | --- | --- |
| NPYLR7 agonist | -4 | -7 | 1 |
| hcGAS inh | -12 | -2 | -6 |
| mcGAS lum | -3 | . | . |

Following part.
nr	smiles	NPYLR7 agonist	hcGAS inh	mcGAS lum
61	Cc1ccc2c(c1)C(=O)c1ccc(C)cc1C2=O	7	2	.
62	Cc1cc(C)n(CC(=O)N2CCC3(CC2)CC(C)(O)CCO3)n1 (stereo not drawn)	.	-7	-5
63	c1ccc(Oc2ncccc2-c2noc([C@H]3CCCO3)n2)cc1	23	-6	.
64	COc1ccc(CC(=O)Nc2c(C)nc3sccn3c2=O)cc1	17	-3	-6
65	CC(C)c1cc(C(=O)N2CCC(n3cc(-c4ccccn4)nn3)CC2)n(C)n1	0	2	-15
66	COc1cccc(CSCC(=O)NCc2cccs2)c1	0	3	.
67	O=C(CSc1nc2c(c(=O)n1Cc1ccccc1)SCC2)N1CCCCC1	-17	1	-1
68	O=C(CSc1nc2ccccc2[nH]1)Nc1ccccc1C(F)(F)F	-4	-7	-6
69	O=c1nc(SCc2ccccc2F)c2c([nH]1)CCC2	-1	-1	-8
70	Cc1nc2c(sc3cccc(F)c32)c(=O)n1CC(=O)NC1CCCCC1	-3	-7	-8
71	Cc1ccc(F)cc1Oc1ccc2c(-c3cccnc3)noc2n1	7	-5	0
72	CC(C)N(CC(=O)N(Cc1ccccc1)Cc1cccn1Cc1ccc(F)cc1)C(=O)c1ccc([N+](=O)[O-])cc1	28	-4	-6
73	COc1ccc(C(=O)NN=C(C)c2cc(Br)cc(Br)c2O)cc1OC	1	-6	-4
74	Cc1ccc(N=CC2=C(N3CCOCC3)/C(=C/c3ccccc3)CC2)cc1	0	-11	.
75	CC(=O)NC1CCN(C(=O)c2csc(NCCc3ccccc3)n2)C1 (stereo not drawn)	-4	-1	-4
76	Fc1cc2c(c(CN(Cc3ccco3)C3CCCC3)c1)OCOC2	3	-7	.
77	CCN=c1scc(-c2ccc(O)c(C(N)=O)c2)n1CC	4	-13	.
78	COC(=O)[C@H](Cc1ccc(OCc2c(Cl)cccc2Cl)cc1)N1C(=O)c2ccccc2C1=O	1	-1	1
79	CC(OC(=O)c1ccc(F)cc1N)C(=O)Nc1c(F)cccc1F (stereo not drawn)	14	0	.
80	Cc1ccc(NC(=O)CCc2csc(NC(=O)c3ccc[nH]c3=O)n2)cc1C	-6	-6	-13
81	CCC(C)(C)C1CCC(=NNC(=O)Cc2cccn2C)CC1 (stereo not drawn)	2	-3	.
82	Cc1cc2c(cc1-c1nccn1-c1ccc3cn[nH]c3c1)OCO2	-3	0	.
83	O=C(NCCN1CCCC1)[C@@]1(OCc2cccc(C(F)(F)F)c2)CC(OCc2cccc(OC(F)(F)F)c2)[C@H](O)[C@H](O)C1 (stereo partly drawn)	8	11	-5
84	O=C(c1nc2sccn2c1CN1CCN(Cc2ccccc2)CC1)N1CCCCCCC1	4	-3	-16
85	COc1ccc2nc(-c3ccc(C)c(NC(=O)NC4CCCCC4)c3)cn2n1	-1	-6	-8
86	O=C(NCC1CCN(C2CCCC2)CC1)C1(c2ccccc2)CCOCC1	-2	-10	.
87	O=C(C1CC(c2cc(F)ccc2F)=NO1)N1CCC2(CCOC2)C1 (stereo not drawn)	1	-7	.
88	CCN(c1ccccc1)S(=O)(=O)c1ccc(NC(=O)C2CC2)cc1	-1	-4	-4
89	C[C@@H](C1=C(CCN(C)C)Cc2ccccc21)c1ccccn1	-15	4	.
90	Cc1cccc(-c2nnc(SCC(=O)N3CCCC3)n2-c2ccccc2)c1	2	9	-6
91	C=CCn1c(=NC(=O)c2ccc(C(C)=O)cc2)sc2cccc(OC)c21	-1	2	2
92	CN(CCOc1ccc(Cl)cc1)Cn1nc2ccccn2c1=O	1	-10	.
93	COc1ccc(CCNc2ccc(S(=O)(=O)Cc3ccc(Cl)cc3)nn2)cc1OC	-4	-7	-8
94	O=C(NC1CCOC2(CCCCC2)C1)c1ncoc1-c1cccs1 (stereo not drawn)	1	2	.
95	COc1ccc(C(=O)NC(C(=O)NC2CC2)C2CCN(C(=O)CCc3ccccc3)CC2)cc1 (stereo not drawn)	10	-6	-6
96	Cc1ccc(NC(=O)CSc2ccc3nnc(CCNC(=O)c4ccccc4)n3n2)cc1	-2	0	-5
97	O=C(NCC(=O)N1CCC(O)(Cc2ccccc2)CC1)C1CC1(c1ccccc1)c1ccccc1 (stereo not drawn)	-16	-8	-5
98	Cc1ccc(OCCC(=O)N2CCc3c(sc4[nH]c(=O)n(Cc5ccccc5)c(=O)c34)C2)cc1	5	-5	-6
99	Cc1cc2nnc(C(=O)N(C)CC3OCCO3)c(C)n2n1	-8	-12	-6
100	C=N[C@@H](C(=O)N[C@@H]1C(=O)N2[C@@H]1SC(C)(C)[C@@H]2C(=O)O)c1ccccc1	-3	6	-1
101	Cc1cc(=O)n(CNC(=O)c2ccccc2)c(=S)[nH]1	0	-18	-8
102	Cc1ccn(-c2ccc(N3CCN(C(=O)c4ccccc4C(F)(F)F)CC3)nn2)n1	-5	-5	-9
103	CN(CCNC(=O)CCc1ccc(O)cc1)S(C)(=O)=O	5	-5	-12
